Kir21 block – Kir2.1 (mouse) channel inhibition; B-score at 10 µM; 310,000 compounds, 0.85% hits; AID 1672; HEK293-Kir2.1, FluxOR thallium flux fluorescence; stronger effect = lower value; P35561;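 active = fluorescence ratio B-score at or below minus 3 SD of library scores, with starting-brightness B-score within 2 SD, cut at about -4.2 in these data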;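 also: channel flux triggered by added potassium and thallium sulfate stimulus; B-score of peak minus minimum fluorescence over baseline after thallium stimulus; more negative B-score means stronger Kir2.1 block with less thallium influx; some compounds called inactive have numbers as strong as hits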
Target sequence (P35561 whole entry, looked up): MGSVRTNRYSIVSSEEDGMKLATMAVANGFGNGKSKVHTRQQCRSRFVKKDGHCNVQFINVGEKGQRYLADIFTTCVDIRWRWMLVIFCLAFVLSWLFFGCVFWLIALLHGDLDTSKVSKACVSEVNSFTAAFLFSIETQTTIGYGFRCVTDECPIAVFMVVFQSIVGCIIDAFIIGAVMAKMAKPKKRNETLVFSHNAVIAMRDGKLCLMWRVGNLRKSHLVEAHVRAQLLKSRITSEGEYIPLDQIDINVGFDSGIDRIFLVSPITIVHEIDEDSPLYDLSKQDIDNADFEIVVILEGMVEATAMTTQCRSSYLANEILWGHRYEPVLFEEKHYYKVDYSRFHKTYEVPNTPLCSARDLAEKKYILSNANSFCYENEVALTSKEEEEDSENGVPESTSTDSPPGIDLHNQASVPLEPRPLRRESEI
KCNQ2 block – KCNQ2 channel blockers in CHO-K1 cells – cell-based, FluxOR thallium flux, B-score, primary screen (AID 2156) | B-score at 10 µM | 310,000 compounds, 1.1% hits | O88943 | 20 min; stronger effect = lower value;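 active = fluorescence ratio B-score at most minus 3 library SDs, with starting brightness B-score within 2 library SDs, cut at about -5.5 in these data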
Numbers without * were called inactive; i = inactive.

SMILES | Kir21 block | KCNQ2 block
Cc1ccc(-n2c(C)cc(C(=O)NS(=O)(=O)c3ccc(C)cc3)c2C)cc1 | 0.6 | i
COc1cccc(-n2c([S-])c(C(=O)Nc3ccc(C(F)(F)F)cc3)[n+]3ccccc23)c1 | -1.4 | i
Cc1cc(C)c(S(=O)(=O)Nc2ccccc2C(=O)N2CCCC2)c(C)c1 | 1.7 | i
O=C(NCCCN1CCCC1=O)c1cc(-c2ccc3c(c2)OCO3)nc2ccccc12 | 0.09 | i
c1ccc(CCn2cnc3ccccc32)cc1 | -1.2 | i
COC(=O)C1=C(C)N(C)C(=O)NC1c1ccccc1 (stereo unspecified) | -0.54 | i
Cc1oc(-c2cccc(F)c2)nc1CN(Cc1ccccc1)C[C@@H]1CCC(=O)N1 | -1.8 | i
CC1CCN(C(=O)CNC(=O)CNC(=O)Cc2ccccc2)CC1 | 2.9 | i
NC(=S)N/N=C1\CC(c2ccc3c(c2)OCCCO3)Oc2ccc(F)cc21 (stereo unspecified) | 2.1 | i
NC(=O)c1cc([N+](=O)[O-])ccc1NCCN1C(=O)c2ccccc2C1=O | -0.05 | i
CCCS(=O)(=O)c1c(S(=O)(=O)CCC)c2c(N)cccn2c1C(=O)c1ccc(F)cc1 | 0 | i
CCOc1cc(/C=N/NC(=O)c2cc(-c3cccnc3)nc3ccccc23)ccc1O | 0.07 | i
CCN(CC)C(=O)C1CC(c2ccc(OC)cc2)=NO1 (stereo unspecified) | -0.7 | i
O=C(CCC1CCCC1)NCCS(=O)(=O)N1CCN(c2ccccc2F)CC1 | 0.16 | i
O=C(NC1CCCCC1)N1CCN(CCc2ccccc2)CC1 | 0.68 | i
CCOc1cc(C)c(C(C)C)cc1S(=O)(=O)N1CCOCC1 | -2.2 | i
O=C(CCc1nc(-c2ccccc2F)no1)Nc1ccc(Oc2ccccc2)cc1 | 0.71 | i
O=C(NCC(=O)N1CCCC(C(F)(F)F)C1)c1ccccc1F (stereo unspecified) | -0.75 | i
O=C(CN1CCN(c2ccccc2)CC1)Nc1ccc2c(c1)CCC2 | 0.76 | i
CC(c1ccon1)N(C)Cc1cn[nH]c1-c1ccc(F)cc1F (stereo unspecified) | -2 | i
Cn1c(=O)c2cc(S(=O)(=O)NCCC(=O)Nc3ccc(Cl)cc3)ccc2n(C)c1=O | -0.38 | i
O=C1COc2ccc(NC(=O)c3ccccc3C(=O)O)cc2N1 | 0.09 | i
CC(C)n1cc(/C=C(\C#N)S(=O)(=O)c2ccccc2)c2ccccc21 | -0.63 | i
CCOc1c2ccc(C(=O)NCc3ccc4c(c3)OCO4)cc2nn1CC | -0.15 | i
Cc1ccc(OCC(=O)Nc2ccc(S(=O)(=O)Nc3ccccn3)cc2)c(C)c1 | 0.41 | i
Carrying on.
SMILES | Kir21 block | KCNQ2 block
N#C/C(=C\c1ccc(O)c([N+](=O)[O-])c1)C(=O)NCc1ccccc1 | -0.75 | i
CCOC(=O)c1oc2ccc(S(=O)(=O)n3nc(-c4ccc(Cl)cc4)cc3N)cc2c1C | 0.68 | i
COCC1CCN(C(=O)c2cc(COc3ccccc3SC)on2)C1 (stereo unspecified) | -1.8 | i
O=C(Nc1cccc(Br)c1)C1CCCC1 | 2.1 | i
Cc1ccc(C2CC(c3ccc(F)cc3)Nc3nc(N)nn32)cc1 (stereo unspecified) | -0.61 | i
COc1cc(C2(c3ccc(O)c(OC)c3)C(=O)N(C)c3ccc(Br)cc32)ccc1O | 0.19 | i
O=C(O)c1ccc(N2C(=O)CC(SC(=Nc3ccccc3)Nc3ccccc3)C2=O)cc1 (stereo unspecified) | -0.03 | i
CC1CN(CC(=O)c2c(N)n(Cc3ccccc3)c(=O)n(C)c2=O)CC(C)O1 (stereo unspecified) | -0.39 | i
COc1ccccc1CCNC(=O)CCn1nc(C)c2c(C)n(-c3ccccc3)nc2c1=O | -0.06 | i
CN1CCN(c2ccccc2NC(=O)c2ccc3c(c2)OCCO3)CC1 | 0.01 | i
CN1/C(=C\C=N\NC(=O)c2ccc(O)cc2)C(C)(C)c2ccccc21 | 0 | i
O=C(CCc1nnc(-c2ccsc2)o1)N1CCCCC1CCn1ccnc1 (stereo unspecified) | 2.6 | i
CCOC(=O)c1c(-c2ccsc2)csc1N | 0.42 | i
Cc1cc(NC(=O)CCS(=O)(=O)c2ccc(F)cc2)no1 | -0.47 | i
Nc1nonc1-n1nnc(C(=O)N/N=C/c2ccc(O)cc2)c1CN1CCCCCC1 | -0.77 | i
O=C(NCCCn1ccnc1)c1cc2ccccc2o1 | -1 | i
CCOC(=S)SCC(=O)Nc1nc(C)c(C)s1 | -0.78 | i
C=CCNc1nnc(SCC(=O)Nc2ccccc2OC)c2ccccc12 | 0.07 | i
O=C(CNCc1ccc(Cl)cc1)NCc1ccco1 | -0.21 | i
CCN1C(=O)/C(=C/N2CC(C)CC(C)C2)SC1=S (stereo unspecified) | 2 | i
CCOC(=O)c1c(C)n(-c2ccc(F)cc2)c2ccc(O)cc12 | 1.4 | i
O=C(Nc1ccccc1N1CCCCC1)c1ccc(-c2ccc(Cl)cc2)o1 | -1.4 | i
CC(NC(=O)c1ccccc1NC(=O)c1ccco1)C(=O)O (stereo unspecified) | -1.7 | i
CN(Cc1ccccc1)C(=O)COC(=O)CNS(=O)(=O)c1ccc2ccccc2c1 | -3.5 | i
Cc1cc(N(C)C)ccc1N=Nc1ccc(N)cc1 | 2.2 | i
Next section
SMILES | Kir21 block | KCNQ2 block
COc1cc(NC(=O)Nc2cccc(Cl)c2)c(C(=O)O)cc1OC | -0.99 | i
O=C(CSc1ccc2nnc(-c3ccccn3)n2n1)Nc1ccccc1F | -0.55 | i
Cc1ccc(-c2nc3ncccc3o2)cc1NC(=O)CC(C)C | 2.8 | i
COc1ccccc1OCc1ccc(C(=O)NCC(C)C)o1 | 0.27 | i
CC(Oc1ccc([N+](=O)[O-])cc1)C(=O)NCC1CCCO1 (stereo unspecified) | -1.1 | i
Cc1ccc(NC(=O)c2ccc3nccnc3c2)c(C)c1 | -0.31 | i
Cc1nc(Nc2ccccc2Cl)sc1C(=O)Nc1ccccc1 | 0.97 | i
CC(=N)C1=C(O)CC(c2ccccc2)CC1=O (stereo unspecified) | -0.77 | i
CC(C)n1cc(NC(=O)c2cc(-c3ccccc3)on2)cn1 | 0.62 | i
CN1CCN(C(=O)c2ccc(-n3cccc3)cc2)CC1 | 0.4 | i
Cc1cc(OCCCCOc2ccc(C#N)cc2)ccc1[N+](=O)[O-] | -0.49 | -6.1*
Cc1ccc(S(=O)(=O)N2CCC(C(=O)NCc3cccnc3)CC2)cc1 | -1.1 | i
Cc1cccc(CCN=C(N)NS(=O)(=O)c2ccccc2)c1 | -1.5 | i
CCCCN(C(=O)c1ccc(N2CCCC2=O)cc1)c1c(N)n(CCCC)c(=O)[nH]c1=O | 0.22 | i
O=C(Nc1ccccc1F)C(=O)Nc1cccc2ccccc12 | 0.14 | i
COc1ccc(C2/C=C\CN(S(=O)(=O)c3ccc(C)cc3)[C@H](Cc3ccccc3)C(=O)N2Cc2ccc(F)cc2)cc1 (stereo partly specified) | -0.17 | i
CCOC(=O)C(=O)N/N=C(/c1ccccc1)c1ccc(OC)cc1 | 0.78 | i
CCOC(=O)/C(C#N)=C/c1c(Oc2cc(C)cc(C)c2)nc2ccccn2c1=O | 3.2 | i
CCn1c(=O)n(CC)c2cc(N3CCCC3)c(NC(=O)c3ccccc3C)cc21 | -0.56 | i
O=c1[nH]c(=O)n(-c2cc(Br)c(O)c(Br)c2)cc1Br | -0.5 | i
COc1ccc(C(=O)Nc2ccc(Oc3ncnc4sc(-c5ccccc5)cc34)cc2)cc1OC | -0.04 | i
CCC(C)NC(=O)CSc1nc2c(sc3ccccc32)c(=O)n1CCCN1CCOCC1 (stereo unspecified) | 0.31 | i
CCOc1ccccc1CNc1nc2ccccc2n1C | -1.4 | i
O=C(CSc1nc(=O)n(CCCN2CCOCC2)c2c1CCCC2)Nc1ccc(F)cc1 | -1.1 | i
O=C(Nc1ccccc1C(=O)N1CCCC1)c1ncoc1-c1cccc(Cl)c1 | -0.3 | i
Remaining list, next part
SMILES | Kir21 block | KCNQ2 block
O=C(O)CCC(=O)Nc1ccc(OCC2CCCO2)cc1 (stereo unspecified) | -0.16 | i
Cc1ccc(CCC(=O)Nc2ccc(C)c(C)c2)o1 | 0.77 | i
O=C(CN1CCOCC1)N1CCCc2ccccc21 | -0.33 | i
Cc1nc(N)sc1-c1nnc(SCC(=O)Nc2nccs2)n1C | -0.58 | i
O=C(O)CC(Cc1ccccc1)C(=O)Nc1ccc([N+](=O)[O-])cc1 (stereo unspecified) | 0.08 | i
O=C(NC1CCCCC1)C(c1ccc2ncccc2c1)N(Cc1ccccc1)C(=O)c1cccs1 (stereo unspecified) | 1.8 | i
CCOC(=O)CC(=O)CSc1nc(C)cc(C)c1C#N | -0.52 | i
CCCOc1ccc(C2C(C(=O)c3ccc(C)o3)=C(O)C(=O)N2Cc2ccco2)cc1OCC (stereo unspecified) | -0.12 | i
CC(C)CCNS(=O)(=O)c1cc2c3c(c1)CCN3C(=O)CC2 | -1.7 | i
CCn1c2ccc(F)cc2c2nc3ccccc3nc21 | 0.08 | i
O=C1CCCC2=C1C(c1ccc(O)cc1)c1c(ccc3ccccc13)N2 (stereo unspecified) | 2.1 | i
C=CCn1c2ccccc2c2nnc(SCC(=O)OCN3C(=O)c4ccccc4C3=O)nc21 | 1.5 | i
CCOc1ccc(N(C(C)C(=O)N/N=C(\C)C(C)(C)C)S(C)(=O)=O)cc1 (stereo unspecified) | -1.8 | i
O=C1/C(=C\c2ccco2)SC(=S)N1Cc1ccccc1 | 1.5 | i
Cc1oc(-c2ccccc2Cl)nc1CN1CCCC1c1ccc(F)cc1 (stereo unspecified) | 0.77 | i
Cc1ccc(-c2nn(-c3cccc(F)c3)cc2CNCc2cccnc2)o1 | 0.06 | i
Nc1nnc(SCC(=O)Nc2ccc(Cl)c(C(=O)O)c2)s1 | 0.82 | i
N/C(=N\OC(=O)Cc1cccc2ccccc12)c1ccccn1 | 0.76 | i
Cc1cccc(-n2c(SCc3ccc([N+](=O)[O-])cc3)nnc2-c2c[nH]c3ccccc23)c1 | -0.27 | i
Cn1c(CN2CCCCC2)nc2cc(NC(=O)c3cccs3)ccc21 | 0.02 | i
C#CCOC(=O)CCCNc1ccc([N+](=O)[O-])cc1[N+](=O)[O-] | 0.34 | i
CCOC(=O)C(C)(C)Oc1cccc2c1S(=O)(=O)c1ccccc1-2 | -1.9 | i
CN(Cc1ccccc1)C(=O)c1ccccc1NC(=O)c1ccccc1 | -1.1 | i
COc1ccc(/C=N/NC(=O)c2ccncc2)cc1CN1CCN(c2ccc(F)cc2)CC1 | 1.7 | i
O=c1c2cc(Br)ccc2nc2n1CCCCC2 | -2 | i
(continued)
SMILES | Kir21 block | KCNQ2 block
O=C(COc1ccc(S(=O)(=O)N2CCCC2)cc1Cl)NCc1ccc2c(c1)OCO2 | -1.2 | i
CN(C(=O)Nc1ccccc1)C1CCCCC1 | 0.5 | i
Cc1cccc(C(=O)OCc2cncs2)c1 | 0.13 | i
CC(C(=O)c1ccccc1)[n+]1cccc(Br)c1 (stereo unspecified) | 0.94 | i
CC(=O)Nc1cc(NC(C)=O)c(CC(C)C)s1 | -0.92 | i
COc1ccc(C(=O)COC(=O)c2ccc(Cl)nc2)c(OC)c1 | 1.7 | i
CC(=O)c1c(Cl)nc2cccc3c2c1-c1ccccc1C3=O | -0.05 | i
O=[N+]([O-])c1ccc(N2CCN(c3ccc(Cl)nn3)CC2)cc1NC1CC1 | -0.71 | i
COC(=O)NCC(c1ccc2c(c1)OCO2)N1CCN(c2ccccc2)CC1 (stereo unspecified) | 1.9 | i
COc1ccc(CCNC(=O)CSc2nc(O)c(CCC(C)C)c(=O)[nH]2)cc1OC | 0.12 | i
N/C(=N\OC(=O)c1ccc2c(c1)OCO2)c1cccnc1 | -1.4 | i
CCCCCOc1ccc(CN2CCOCC2)cc1Cl | -1.2 | i
C=CCc1ccc(OCCOCCNCCOC)c(OC)c1 | -1.2 | i
O=C(CNC(=S)N(CCCN1CCOCC1)Cc1cccs1)NC1CCCC1 | 0.82 | i
COc1ccc(CNC(=O)CCCn2ccc3cc(S(=O)(=O)N4CCCC4)ccc32)cc1 | 0.55 | i
Cc1cccc(C(=O)N[C@H](C(=O)OCC(=O)NC2CCS(=O)(=O)C2)C(C)C)c1 (stereo partly specified) | -1.2 | i
O=[N+]([O-])c1ccc(S(=O)(=O)CC2CSc3nc4ccccc4n32)cc1 (stereo unspecified) | -0.21 | i

In the list so far, 10 contain a furan ring, fused or not:
SMILES | Kir21 block | KCNQ2 block
CCOC(=O)c1oc2ccc(S(=O)(=O)n3nc(-c4ccc(Cl)cc4)cc3N)cc2c1C | 0.68 | i
O=C(NCCCn1ccnc1)c1cc2ccccc2o1 | -1 | i
O=C(CNCc1ccc(Cl)cc1)NCc1ccco1 | -0.21 | i
O=C(Nc1ccccc1N1CCCCC1)c1ccc(-c2ccc(Cl)cc2)o1 | -1.4 | i
CC(NC(=O)c1ccccc1NC(=O)c1ccco1)C(=O)O (stereo unspecified) | -1.7 | i
COc1ccccc1OCc1ccc(C(=O)NCC(C)C)o1 | 0.27 | i
Cc1ccc(CCC(=O)Nc2ccc(C)c(C)c2)o1 | 0.77 | i
CCCOc1ccc(C2C(C(=O)c3ccc(C)o3)=C(O)C(=O)N2Cc2ccco2)cc1OCC (stereo unspecified) | -0.12 | i
O=C1/C(=C\c2ccco2)SC(=S)N1Cc1ccccc1 | 1.5 | i
Cc1ccc(-c2nn(-c3cccc(F)c3)cc2CNCc2cccnc2)o1 | 0.06 | i

Printed as active in KCNQ2 block (from the list above):
SMILES | Kir21 block | KCNQ2 block
Cc1cc(OCCCCOc2ccc(C#N)cc2)ccc1[N+](=O)[O-] | -0.49 | -6.1*

An unsorted share of the library, and some 1.9% of all compounds hit somewhere here.
